rTrxR1 inhibitor – inhibitors of rat thioredoxin reductase 1; O89049; recombinant rTrxR1, NADPH fluorescence consumption, selenite substrate; Potency, µM (series often up to 114 µM), for the others: top-dose activity change, negative = inhibition, hits mostly inhibitors; 390,000 compounds, 1% hits; AID 588453; also: % is scaled to controls: 0 for no effect and ±100 for the full control effect; nearly all actives have a fitted effect of over 65% in size
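Rat TrxR1 (90 nM in the dispensed reagent) was pre-reduced with 400 uM NADPH for 5 min at room temperature, then incubated with compound for 15 min. After 400 uM selenite was added, NADPH fluorescence (Ex 340/Em 450 nm) was followed for 8 min.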
ERG-DNA inh – blocks human ERG Ets domain binding to DNA | P11308 | fluorescence polarization, His-ERG Ets domain / labelled DNA | Potency, µM (titrated, usually from 76.9 µM), for the others: at the highest dose FP activity, negative = inhibition, hits mostly inhibitors | 370,000 compounds, 0.028% hits; active = well fitted inhibition curve with a large enough effect in the polarisation, with a control signal flat; inconclusive = small, poorly fitted or top-dose-only effect, or effect the other way, or a change in a side signal; inactive = no such curve, though single readings can be large or run the other way; the % refers to the polarisation;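 also: polarization taken with two DNA probes labelled with fluorescein and Texas red; % of control where 0% means no effect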
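His-tagged ERG Ets domain (1 uM in the protein solution; 300mM KCl, 50mM Tris-HCl, 1mM EDTA, 1mM DTT, pH 7.5) received compound, then a probe mix of 5 nM fluorescein-DNA and 100nM Texas-615-DNA. Fluorescence polarization was read for both dyes.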
GLS inhibitor – inhibitors of human glutaminase (GLS); 410,000 compounds, 0.21% hits; GLS enzymatic activity, qHTS titration; Potency, µM (highest dose often 45.5 µM), without a hit: top-dose activity change, negative = inhibition, hits mostly inhibitors; O94925; also: % is scaled to controls: 0 for no effect and ±100 for the full control effect
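Assay buffer: 45 mM KH2PO4 pH 8.2, 0.02% Tween-20. hKGA acts on L-glutamine (1 mM solution added); product glutamate is reported by an oxidase/peroxidase Amplex Red coupling, with fluorescence taken at baseline and 30 min.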
PGK inhibitor – inhibitors of T. brucei phosphoglycerate kinase. P07378. PGK/GAPDH coupled, Kinase-Glo luminescence, 60 min. 380,000 compounds, 0.043% hits. Potency, µM (top dose mostly 57.5 µM), for the others: top-dose activity change, negative = inhibition, most hits filed as inhibitors; also: % is scaled to controls: 0 for no effect and ±100 for the full control effect; nearly all actives have a fitted effect of over 60% in size
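Recombinant glycosomal PGK reaction used 1,3-bisphosphoglycerate generated in-well by GAPDH (100nM final) in 100mM TEA pH 7.6, 5mM MgCl2, 0.01% Tween-20. After 60 minutes at room temperature, ATP was read by Kinase-Glo Plus luminescence end-point.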
ALOX12 inh – ALOX12 (human) lipoxygenase inhibition; purified 12hLO, xylenol orange hydroperoxide absorbance; 580,000 compounds, 1.1% hits; Potency, µM (series often up to 108 µM), without a hit: at the top dose activity change, negative = inhibition, hits mostly inhibitors; P18054; also: % is scaled to controls: 0 for no effect and ±100 for the full control effect
Target sequence (P18054 whole entry, looked up): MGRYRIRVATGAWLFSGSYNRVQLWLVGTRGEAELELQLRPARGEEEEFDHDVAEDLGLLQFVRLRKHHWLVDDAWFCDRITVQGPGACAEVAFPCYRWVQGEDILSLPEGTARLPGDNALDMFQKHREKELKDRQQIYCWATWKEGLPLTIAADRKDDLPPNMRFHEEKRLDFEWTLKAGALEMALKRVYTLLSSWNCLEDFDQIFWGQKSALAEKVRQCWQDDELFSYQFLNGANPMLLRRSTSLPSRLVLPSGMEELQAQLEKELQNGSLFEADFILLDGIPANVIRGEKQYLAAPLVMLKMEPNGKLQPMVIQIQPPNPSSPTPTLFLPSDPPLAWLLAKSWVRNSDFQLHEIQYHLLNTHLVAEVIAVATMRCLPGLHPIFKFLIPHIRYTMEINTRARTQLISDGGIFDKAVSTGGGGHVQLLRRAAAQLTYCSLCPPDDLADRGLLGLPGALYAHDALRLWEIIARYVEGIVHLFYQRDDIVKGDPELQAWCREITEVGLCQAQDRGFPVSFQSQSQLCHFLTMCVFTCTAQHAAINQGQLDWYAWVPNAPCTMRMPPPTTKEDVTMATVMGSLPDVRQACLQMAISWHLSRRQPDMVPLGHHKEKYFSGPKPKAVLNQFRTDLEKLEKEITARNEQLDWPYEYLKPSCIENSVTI
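Hydroperoxide product was detected by ferrous iron/xylenol orange as the 573 to 405 nm absorbance ratio. Arachidonic acid at 40 uM (final) was turned over for 30 min at room temperature by 150 nM human 12hLO, pH 7.0 Hepes buffer, after 15 min compound preincubation.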
Pin1 inhibitor – blocks the human prolyl isomerase Pin1; Q13526; Pin1 FP peptide displacement, HiFluor488, 10 min; Potency, µM (doses to about 115 µM), inactives show at the top dose activity, negative = inhibition, actives largely listed as inhibitors; 390,000 compounds, 0.009% hits; active = well fitted inhibition curve with a large enough effect in the polarisation, with a control signal flat, not every such curve was filed as active; inconclusive = small, poorly fitted or top-dose-only effect, or effect the other way, or a change in a side signal; inactive = no such curve, though single readings can be large or run the other way; the % refers to the polarisation; also: % is scaled to controls: 0 for no effect and ±100 for the full control effect
JMJD2A Tudor inh – inhibitors of human JMJD2A Tudor domain | AlphaScreen JMJD2A-Tudor / H3K4me3 peptide binding | Potency, µM (highest dose often 114 µM), inactives show at the top dose activity change, negative = inhibition, actives largely listed as inhibitors | 390,000 compounds, 4.4% hits | AID 504339; also: % is scaled to controls: 0 for no effect and ±100 for the full control effect; nearly all actives have a fitted effect of over 50% in size
HP1b binding inh – HP1-beta chromodomain-methylated histone interaction inhibition | 390,000 compounds, 0.56% hits | AlphaScreen HP1-beta / biotin-H3K9me3 peptide binding | Potency, µM (titrated, usually from 114 µM), for inactives: at the highest dose activity change, negative = inhibition, hits mostly inhibitors | AID 540317; also: nearly all actives have a fitted effect of over 70% in size; inactives centre near 23
Target sequence (P83916 whole entry, looked up): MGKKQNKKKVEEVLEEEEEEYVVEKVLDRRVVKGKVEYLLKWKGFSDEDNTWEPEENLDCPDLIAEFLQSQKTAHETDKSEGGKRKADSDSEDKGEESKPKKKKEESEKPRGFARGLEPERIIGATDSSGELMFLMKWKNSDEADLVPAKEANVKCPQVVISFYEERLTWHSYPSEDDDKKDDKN
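HP1-beta protein (50 nM final) preincubated 30 min at room temperature with biotinylated H3(1-18)K9me3 peptide (50 nM) in PBS pH 7.4, 0.01% Tween-20, then compound added for 30 min. AlphaScreen streptavidin donor/nickel chelate acceptor beads (10 ug/mL final), 30 min dark, luminescence read.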
RGS4 inhibitor – blocks human RGS4-accelerated GTP hydrolysis; P49798; Transcreener GDP fluorescence polarization, RGS4-accelerated GTP hydrolysis; Potency, µM (series often up to 114 µM), without a hit: at the highest dose activity change, negative = inhibition, actives largely listed as inhibitors; 390,000 compounds, 0.039% hits; also: % is scaled to controls: 0 for no effect and ±100 for the full control effect; nearly all actives have a fitted effect of over 75% in size; some results filed as inactive show a strong effect at the top dose
Target sequence (P49798 whole entry, looked up): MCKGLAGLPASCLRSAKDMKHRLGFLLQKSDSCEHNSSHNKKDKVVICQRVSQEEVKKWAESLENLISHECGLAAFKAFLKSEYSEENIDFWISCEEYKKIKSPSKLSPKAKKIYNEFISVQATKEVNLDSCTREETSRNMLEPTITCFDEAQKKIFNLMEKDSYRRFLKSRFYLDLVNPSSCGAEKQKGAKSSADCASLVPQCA
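MLSMR compounds (23 nl, pin-transferred) preincubated 10 min at room temperature with a 500nM (2x) first reagent, then RGS4 at 900nM (2x) plus Transcreener GDP mix added; fluorescence polarization (620/688 nm) read before and after 90 min at 30 °C.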
* marks the source's active call; other numbers are inactive results; i = inactive; ? = inconclusive; . = no result given; [ ] = dose if it differs, or a comment. Unless noted, calls follow the shape of the dose curve; as a rule, active = well fitted curve in the direction sought with a large enough effect; inconclusive = small, poorly fitted or top-dose-only effect, or another doubt; inactive = no such curve, though single readings can be large; an effect the other way counts as inactive or inconclusive. Potency is read from the fitted curve at half-maximal effect.

rTrxR1 inhibitor,ERG-DNA inh,GLS inhibitor,PGK inhibitor,canonical_smiles,ALOX12 inh,Pin1 inhibitor,JMJD2A Tudor inh,HP1b binding inh,RGS4 inhibitor
6%,2%,-2%,-1%,O=C(NCc1ccccn1)C1CC(=O)N(C2CCCC2)C1 (stereo unspecified),4%[57.4 µM],-3%,79µM*,22%,-16%
-1%,141%[activator],10%,3%,CCc1ccc2nc(N(CCCN(C)C)C(=O)c3ccc(S(=O)(=O)N(C)C4CCCCC4)cc3)sc2c1,2%,?,?,14%,-9%
-17%,-10%,1%,-7%,O=c1cc(-c2ccc3c(c2)OCCO3)oc2ccc(Cl)cc12,15%,0%,-12%,40%[activator],-4%
?,15%,-6%,i,NS(=O)(=O)c1ccc(CCNC(=O)c2cccc3ccccc23)cc1,6%,2%,-13%,40%[activator],-5%
10%[57.1 µM],0%,0%,2%,O=C(NC(NC(=S)Nc1cccc(C(=O)O)c1)C(Cl)(Cl)Cl)OCc1ccccc1 (stereo unspecified),0%,0%,0%,14%,23%
5%,-3%,3%,4%,CCCOc1ccc(Oc2cc(C)nc(SC)n2)nn1,0%,-6%,8%,?,-44%
-10%,3%,4%,i,CCCNC(=O)Cc1ccsc1,-22%,-19%,-10%,12%,1%
16%[57.1 µM],2%,1%,i,Cc1nc(N)c(C#N)c(-c2cccnc2)c1C,12%,7%,-12%,43%[activator],-20%
9%,-4%,-3%,-4%,CCCCOC(=O)CSc1nnc(-c2cc(OC)c(OC)c(OC)c2)o1,?,-4%,3%,29%,19%
20%[57.1 µM],4%,-6%,-2%,C[C@H]1CCC2[C@](C)(CO)[C@@H](O)CC[C@]2(C)[C@@]12CCC(CO)(CCO)O2 (stereo partly specified),-3%,0%,-4%,-5%,-6%
11%,8%,0%,10%,O=C(NC1CCCC1)c1cccc(S(=O)(=O)Nc2ccccc2F)c1,73%,-2%,-13%,35%,19%
11%,0%,-7%,-10%,CCN(CC)C(=O)C1CCN(c2cc(C)nc3c(-c4ccc(OC)c(OC)c4)c(C)nn23)CC1,-16%,0%,-5%,35%[activator],-2%
-3%,-5%,30%,-15%,COc1ccccc1NC(=O)N1CCN(c2ccc(F)cc2)CC1,0%,-2%,-19%,59%[activator],-15%
9%,-4%,-7%,-2%,CCOc1ccc2[nH]c(=O)c(CN(CC3COCCO3)C(=O)c3ccc(C)cc3)cc2c1 (stereo unspecified),-2%,0%,-18%,21%,0%
15%,-3%,-11%,i,O=S(=O)(Nc1ccc(Br)cn1)c1cccs1,0%,8%,-18%,37%,-8%
-23%,.,-1%,i,CN1C(=S)N(c2ccccc2)C(=O)/C1=C/c1cccs1,3%,-19%,-21%,17%,-2%
-16%,12%,26%,-25%,C=CCn1c(SCC(=O)c2ccc(O)c(O)c2)nnc1-c1cccc(Cl)c1,?,?,?,-6%,9%
-2%[57.1 µM],-6%,7%,0%,COc1ccc(CCNC(=O)CSc2nc3c(c(=O)n(C)c(=O)n3C)n2C)cc1OC,5%,-8%,-13%,37%,-8%
6%,12%,-1%,i,N#Cc1ccccc1NC(=O)C(=O)NCCCN1CCCC1=O,?,-7%,-16%,0%,21%
7%,-9%,0%,-8%,CC(C)(C)c1ccc(/C=C/C(=O)Nc2cccnc2)cc1,0%,2%,3%,28%,-22%
19%,5%,2%,i,O=C(Cn1c(C(=O)NCc2ccco2)cc2sccc21)c1ccccc1,23%,4%,?,-15%,-38%
8%,-3%,3%,2%,CCO[C@H]1OC(C(=O)N2CCN(C)CC2)=C[C@@H](C2CC2)[C@@H]1CCCO,2%,-17%,-6%,7%,8%
14%,3%,-1%,-9%,Cc1ccc(C(=O)NC2CCCC2)s1,-9%,-6%,-10%,35%,2%
8.9µM*,.,11%,-3%,CNc1ccccc(C(=O)/C=C/c2ccccc2OC)c1=O,?,?,?,-25%,?
-9%,1%,5%,3%,O=C(Nc1cccc(S(=O)(=O)N2CCCCCC2)c1)C1CCC1,-7%,-11%,-1%,33%,-10%
9%[57.1 µM],17%,2%,-2%,COc1cc(/C=C\C(=O)NCc2ccc3[nH]c(C)cc3c2)cc(OC)c1OC,35%[activator],-5%,?,14%,-17%
14%[57.1 µM],10%,4%,-1%,CCN(CC)CCSc1c(C(C)C)cnc2c1c(=O)n(C)c(=O)n2C,-8%,-3%,5%,32%[57 µM],-7%
5%[57.1 µM],-9%,-4%,-3%,CCCn1c(CN2CCCCC2CC)nc2c1c(=O)n(C)c(=O)n2C (stereo unspecified),-5%,4%,-10%,43%[activator],5%
14%,-5%,-14%,0%,CCC(CC)c1nnc(NC(=O)CN2C(=O)c3ccccc3C2=O)s1,-15%,-12%,-1%,7%,-21%
7%,13%,-12%,i,Cc1cc(C)cc(N(CC(=O)NCc2ccc(F)cc2)C(=O)c2snc(C(N)=O)c2N)c1,-3%,-1%,2%,22%,-8%
15%,-4%,4%,-1%,COc1cc(C)nc(N2CCCC(C(=O)Nc3ccccc3Br)C2)n1 (stereo unspecified),-3%,-2%,5%,46%[activator],-14%[11.4 µM]
12%,3%,0%,16%,Cc1cccc(-c2nc3ccccc3n3c(-c4ccccc4)c4c(=O)n(C)c(=O)n(C)c4c23)c1,-20%,-4%,3%,36%,30%
3%,1%,0%,7%,Cc1cc(Oc2ccccc2F)nc(NCc2ccccc2)n1,17%,2%,-5%,41%[activator],24%
22%,2%,2%,-2%,O=C(Cn1c(=O)n(Cc2ccc(F)cc2)c(=O)c2sc3ccccc3c21)NCc1ccccc1,-30%,-2%,-19%,19%,2%
12%,11%,-15%,i,CC(=O)NS(=O)(=O)c1ccc(NC(=O)c2ccccn2)cc1,-4%,-1%,?,29%,-16%
10%[57.1 µM],-2%,-2%,2%,CC(C)(C)NC(=O)CN(C(=O)c1snc(C(=O)NC2CCCCC2)c1N)c1ccc(F)cc1,-15%,4%,-7%,120%[activator],16%
20%,3%,3%,0%,CCOC(=O)c1ccc(NC(=O)Cn2cc(C(=O)C3CC3)c3ccccc32)cc1,-16%,1%,5%,26%,-6%
35%,-1%,-1%,-5%,O=C(Nc1c(C(=O)c2ccccc2)oc2ccccc12)c1ccc(F)cc1,-27%,1%,-3%,18%,3%
8%,-5%,1%,-9%,CC(C)NC(=S)N(C)C1(c2ccccc2Cl)CCCCC1=O (stereo unspecified),2%,2%,-8%,33%,19%
-8%,3%,-1%,i,CCNC(=O)CN(c1ccc(CC)cc1)S(C)(=O)=O,0%,2%,33%,17%,0%

Entries of single compounds, quoted from the list.
O=C(Nc1c(C(=O)c2ccccc2)oc2ccccc12)c1ccc(F)cc1 in the list: rTrxR1 inhibitor: 35%; ERG-DNA inh: -1%; GLS inhibitor: -1%; PGK inhibitor: -5%; ALOX12 inh: -27%; Pin1 inhibitor: 1%; JMJD2A Tudor inh: -3%; HP1b binding inh: 18%; RGS4 inhibitor: 3%
COc1cc(/C=C\C(=O)NCc2ccc3[nH]c(C)cc3c2)cc(OC)c1OC in the list: rTrxR1 inhibitor: 9%[57.1 µM]; ERG-DNA inh: 17%; GLS inhibitor: 2%; PGK inhibitor: -2%; ALOX12 inh: 35%[activator]; Pin1 inhibitor: -5%; JMJD2A Tudor inh: ?; HP1b binding inh: 14%; RGS4 inhibitor: -17%

(next part)
rTrxR1 inhibitor,ERG-DNA inh,GLS inhibitor,PGK inhibitor,canonical_smiles,ALOX12 inh,Pin1 inhibitor,JMJD2A Tudor inh,HP1b binding inh,RGS4 inhibitor
9%,-6%,0%,-8%,Cc1cccc(NC(=O)Nc2nnc(N3CCCCC3C)s2)c1C (stereo unspecified),17%,1%,-17%,21%,-5%
7%,-3%,19%,-9%,Cc1cccc(N2CCN(C(=O)c3ccc(NC(=O)C4CCCO4)cc3)CC2C)c1 (stereo unspecified),9%,-2%,-24%,6%,11%
16%,-5%,6%,1%,Clc1cccc(OCCn2ccnc2)c1,-10%,3%,-10%,30%,-12%
25%[57.1 µM],7%,-11%,i,O=[N+]([O-])c1cccc(-c2ncc3ccccn23)c1,-6%,-6%,-30%,-15%,-21%
2%[57.1 µM],-19%,0%,-6%,O=C(O)Cn1nc(-c2ccccc2)c2ccccc2c1=O,?,-2%,-12%,28%,13%
-9%,21%,-1%,i,O=C(COC(=O)c1cc([N+](=O)[O-])ccc1N1CCCC1)Nc1ccccc1OC(F)F,3%,0%,?,-18%,20%
5%,7%,7%,-1%,CCOc1nc(OCC)nc(-n2cc(-c3ccccc3)nn2)n1,6%,-4%,-11%,73%[activator],13%
-17%,-2%,.,-10%,CCN(CC)C(=O)c1cccc(-c2ccc(OC)cc2)c1,-23%,-14%,13%,40%[activator],2%
-10%,-4%,-11%,-6%,O=C(c1ccc(=O)n(Cc2ccc(Cl)c(Cl)c2)c1)N1CCOCC1,-13%,3%,-1%,24%,-20%
28%,2%,3%,i,CCOC(=O)CNC(=O)N1CCc2ccc(NC(=O)c3ccccc3Cl)cc2C1,21%,-1%,-11%,50%[activator],-4%
10%[57.1 µM],3%,34%[activator],-1%,CCCc1nnc(NC(=O)CCCN2C(=O)c3ccccc3C2=O)s1,1%,1%,-24%[11.4 µM],-1%,-31%[11.4 µM]
11%,.,14%,-2%,Cc1ccccc1-n1c(C)nnc1SCC(=O)N1CCc2ccccc2C1,0%,3%,-10%,15%,2%

Assay outcomes deposited in PubChem by National Center for Advancing Translational Sciences (NCATS).

Some of the compounds tested; rates above refer to the full screens.
